Screening results from PubChem BioAssay.
BB579 growth dn – chemicals that inhibit yeast BB579 growth in restrictive medium (lifespan-shortening candidates); S. cerevisiae BB579 growth, OD615, 48 h; inhibition, % at 10 µM; actives 0.51% (n = 140,000); AID 804;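 active means inhibition above a set limit, 3 SD over the mean compound inhibition, cut at about 44% in these data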; further: inactives centre near -24
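Test system: Saccharomyces cerevisiae DeaD strain BB579, replicative lifespan model yeast | Buffer or medium: Restrictive CSMM-D medium | Doses: One dose, 10 µM compound with 0.25% DMSO | Incubation: 48 h exposure, 30 °C | Detection: Culture absorbance at 615 nm | Control set: Amphotericin B at 10 µg/mL as positive control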
Measles CPE – protection of cells from measles virus; AID 841; actives 1.5% (n = 140,000); Measles virus-infected cells, CPE protection, absorbance; protection (pct of control), % at 4 µM; in the data active means protection mostly above about 24%, no sharp cut-off; inactive means mostly below about 26%; further: some compounds called inactive have numbers as strong as hits
E-sel TNF inh – TNF alpha driven E-selectin expression inhibition | HUVEC TNFa-induced E-selectin immunofluorescence, high content | actives 0.71% (n = 120,000) | AID 1246 | inhibition, % at 2 µM;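 active means inhibition above the batch mean plus 3 SD, and confirmed as a hit on visual image review, cut at about 43% in these data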;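 further: 0% = TNF-stimulated DMSO wells and 100% = unstimulated control wells; not every result past the cut was called active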
Phagocyt inh – inhibitors of macrophage phagocytosis; J774A.1 macrophage IgG-bead phagocytosis, imaging; AID 1029; actives 0.07% (n = 110,000); inhibition, % at 5 µM;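 active means inhibition above the mean of the plate negative controls plus 5 SD, cut at about 13% in these data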;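 further: phagocytic index as fraction of beads internalized from green versus red external bead signal; plate controls were DMSO negative control for no effect and cytochalasin-D positive control for full effect; some results beyond the cut were filed as inactive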
MRP1 act – activators of MRP-1; H69AR cells + doxorubicin, viability rescue, CellTiter-Glo; viability increase, % at 10 µM; actives 0.61% (n = 140,000); AID 799;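 active means viability gain under doxorubicin at or above a set limit, the compound median plus 3 SD, cut at about 4.7% in these data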;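 further: MRP-1 overexpressing cells given doxorubicin 25 µM after compound pretreatment; 18-22 h compound pretreatment then 72 h with doxorubicin before readout; 0% = doxorubicin-only wells and 100% = vehicle-treated cells without doxorubicin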
NPY Y2 blocker – NPY-Y2 (human) receptor antagonism; P49146; NPY-Y2 expressing cells, antagonist mode; inhibition, % at 2.7 µM; actives 0.99% (n = 140,000); AID 793; in the data active means inhibition above about 17%;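 further: 0% = vehicle with agonist challenge and 100% = reference antagonist with challenge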
Target sequence (P49146 whole entry, looked up): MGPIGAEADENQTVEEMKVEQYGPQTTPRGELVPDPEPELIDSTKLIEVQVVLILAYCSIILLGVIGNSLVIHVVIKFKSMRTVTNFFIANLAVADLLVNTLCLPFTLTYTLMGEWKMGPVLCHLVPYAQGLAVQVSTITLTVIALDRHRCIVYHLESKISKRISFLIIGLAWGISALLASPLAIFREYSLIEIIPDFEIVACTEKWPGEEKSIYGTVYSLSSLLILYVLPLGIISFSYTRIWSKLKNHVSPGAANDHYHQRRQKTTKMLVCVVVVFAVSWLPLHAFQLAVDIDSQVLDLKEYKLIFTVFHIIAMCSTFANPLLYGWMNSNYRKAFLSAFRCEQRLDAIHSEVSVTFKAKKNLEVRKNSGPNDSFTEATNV
Yeast life ext – yeast lifespan extension. S. cerevisiae growth with nicotinamide, OD615; deaD strain in restrictive glucose medium. inhibition of the nicotinamide effect, % at 10 µM. actives 0.68% (n = 130,000);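 active means inhibition above a set limit, placed 3 SD over the median of all compounds, cut at about 26% in these data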;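 further: 0% = nicotinamide-treated wells and 100% = cells grown without nicotinamide; some compounds called inactive have numbers as strong as hits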
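Test system: DeaD-strain S. cerevisiae / Buffer or medium: restrictive glucose medium / Also added: nicotinamide 1.5 mM / Doses: one concentration, 10 µM, DMSO 0.25% / Schedule: 48 h at 30 °C / Signal: OD615 measurement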
GALR2 antag – blocks the human galanin receptor 2; O43603; GALR2-expressing cells, antagonist mode; inhibition, % at 4 µM; actives 0.39% (n = 140,000); AID 828; in the data active means inhibition above about 27%;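 further: cells stimulated with galanin 1-16 at roughly its EC80; 0% = agonist challenge control and 100% = basal control without agonist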
Target sequence (O43603 whole entry, looked up): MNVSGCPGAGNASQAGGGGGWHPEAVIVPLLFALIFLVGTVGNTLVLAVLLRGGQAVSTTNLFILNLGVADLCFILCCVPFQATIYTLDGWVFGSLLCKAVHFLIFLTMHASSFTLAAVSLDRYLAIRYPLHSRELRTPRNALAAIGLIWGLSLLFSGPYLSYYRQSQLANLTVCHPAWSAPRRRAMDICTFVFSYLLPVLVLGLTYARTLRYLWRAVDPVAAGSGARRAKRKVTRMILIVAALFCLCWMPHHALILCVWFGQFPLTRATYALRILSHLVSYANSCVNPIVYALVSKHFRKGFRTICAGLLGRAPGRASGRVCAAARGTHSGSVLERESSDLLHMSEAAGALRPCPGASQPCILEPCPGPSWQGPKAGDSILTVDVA
bCat KO growth – beta-catenin-lacking colon tumor cell growth suppression; HCT116 beta-catenin knockout viability, CellTiter-Glo, 60 h; active compounds read low; viability, % at 10 µM; actives 1.5% (n = 140,000);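 active means viability at or under a set limit, the compound median less 4 SD, cut at about 6% in these data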;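 further: 0% = Hyamine 1622 control at 20 µM and 100% = untreated cell control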
PTEN del growth – growth suppressors of cells with PTEN tumor suppressor deletion; HCT116 PTEN-null viability, CellTiter-Glo, 60 h; active compounds read low; actives 1.2% (n = 140,000); AID 827; viability, % at 10 µM;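 active means viability at or below a set limit, 4 SD under the median of all tested compounds, cut at about 3.7% in these data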;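 further: PTEN knockout HCT116 line with beta catenin targeted HCT116 as companion control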
Active calls of the source: *; nt = no result given.

A first look (three entries):
SMILES	BB579 growth dn	Measles CPE	E-sel TNF inh	Phagocyt inh	MRP1 act	NPY Y2 blocker	Yeast life ext	GALR2 antag	bCat KO growth	PTEN del growth
CCC(CC)C(=O)Nc1nnc(-c2cccs2)s1	-21	17	-18	-2	-1.5	3	-3	2	100	96
Cc1cc(C(=O)CSc2nc(N)cc(=O)[nH]2)c(C)n1CCc1ccc(Cl)cc1	-20	0	6	0	1.7	9	-5	1	78	77
Cc1ccc(CNC(=O)CSc2nnnn2C)cc1	-22	11	-37	-2	-0.7	1	-11	-1	101	89

The listing (from the top)
SMILES	BB579 growth dn	Measles CPE	E-sel TNF inh	Phagocyt inh	MRP1 act	NPY Y2 blocker	Yeast life ext	GALR2 antag	bCat KO growth	PTEN del growth
CCC(CC)C(=O)Nc1nnc(-c2cccs2)s1	-21	17	-18	-2	-1.5	3	-3	2	100	96
Cc1cc(C(=O)CSc2nc(N)cc(=O)[nH]2)c(C)n1CCc1ccc(Cl)cc1	-20	0	6	0	1.7	9	-5	1	78	77
Cc1ccc(CNC(=O)CSc2nnnn2C)cc1	-22	11	-37	-2	-0.7	1	-11	-1	101	89
Cc1ccc(C(=O)c2cc([N+](=O)[O-])ccc2N2CCCCC2)cc1	-28	18	nt	6	-3.9	16	10	17	16	16
CN1CCN(C(=O)C(Cc2ccccc2)NS(=O)(=O)c2ccc3c(c2)CCC(=O)N3)CC1 (stereo not given)	-45	0	nt	0	0.0	1	-6	2	95	85
CC(=O)c1ccc(OC(C)C)c(CN2CCCCC2)c1	-25	18	30	1	-2.1	5	-3	8	92	87
CC(=O)Nc1cccc(NC(=O)c2c(-c3c(Cl)cccc3Cl)noc2C)c1	-10	7	-16	-1	-4.9	2	-23	-4	95	83
Cn1cnnc1SCC(=O)N1CCc2ccccc21	-38	11	9	-2	-0.9	5	-3	-15	104	111
COc1ccc(-c2cc(C(=O)N3CCN(C(c4ccccc4)c4ccccc4)CC3)no2)cc1OC	-19	2	38	-1	1.9	-1	-2	-12	80	68
COCC(=O)Nc1ccc(Br)cc1	-78	4	1	nt	-0.2	0	-14	-6	98	114
CC(=O)Nc1ccc(S(=O)(=O)NCc2cccnc2)cc1	-38	14	nt	-4	-2.7	1	3	-5	94	91
Cc1ccc(C(=O)OC2OC(=O)C(Cl)=C2N2CCOCC2)cc1 (stereo not given)	-34	13	nt	-10	-1.3	2	2	1	103	103
CCCCCCCOC1(c2ccccc2)OC(=O)c2ccccc21 (stereo not given)	-29	5	-29	nt	-2.9	2	-1	-7	72	78
O=S(=O)(c1ccc(Cl)cc1)N1CCN(C2CCCCCC2)CC1	-15	14	-23	-2	-1.8	-3	-5	-5	85	85
O=C(OC1CCOC1=O)c1ccc2ccccc2n1 (stereo not given)	-43	13	-9	0	-1.3	5	-14	19	107	100
COc1ccc(/C=N/n2c(-c3n[nH]c4c3CCC4)n[nH]c2=S)cc1OC	-48	6	nt	-6	-3.1	2	7	11	90	93
CCS(=O)(=O)N1CCC(NC(C)=O)(c2ccccc2)CC1	-57	7	-19	0	-0.2	1	-1	8	99	102
CCOc1cc(NS(=O)(=O)c2ccc(NC(C)=O)cc2)c(OCC)cc1NC(=O)c1cccs1	-1	9	nt	-5	-1.6	-4	3	9	92	63
O=C(CSc1nnc(C23CC4CC(CC(C4)C2)C3)o1)Nc1ccc(N2CCOCC2)c(Cl)c1	-42	5	-5	-1	-0.2	3	2	-1	63	58
COc1ccc(OC)c(C(c2nnnn2CCC(C)C)N2CCN(C(=O)c3ccco3)CC2)c1 (stereo not given)	-36	6	nt	-1	-0.7	0	-3	6	91	86
Cc1ccc(S(=O)(=O)Nc2ccc(NC(=O)Nc3ccc(F)cc3F)cc2)cc1	-37	14	82*	-3	-3.9	-2	11	0	73	68
COc1ccc(C(C(=O)NC2CCCCC2)N(C(=O)c2sc(C)nc2C)c2ccc(OC)cc2)cc1 (stereo not given)	-14	3	-2	nt	-4.0	1	-10	-8	79	73
Cc1nonc1NC(=O)N1CCCC1	-9	12	nt	nt	-2.4	1	-19	-8	109	94
Cc1ccccc1-n1cnc2cc(NCc3cccs3)ccc21	-30	10	0	nt	-5.2	3	-17	1	46	50
Cc1cccc(NC(=O)c2oc3ccc(S(=O)(=O)N4CCOCC4)cc3c2C)c1C	-26	9	8	2	-3.7	-1	-6	3	86	75
O=C(CS(=O)(=O)Cc1ccccc1)Nc1ccc(S(=O)(=O)N2CCCCCC2)cc1	-19	2	-80	1	0.8	-2	-17	15	85	75
COc1cccc(OC(=O)CSc2nnc(-c3ccccc3Br)o2)c1	-12	14	-30	-3	-4.3	10	-16	-3	91	89
O=C(O)COc1ccc2c(-c3ccccc3)cc(=O)oc2c1	nt	nt	19	2	nt	7	nt	-4	nt	nt
CCCC1Nc2ccc(C(=O)O)cc2C2C=CCC12 (stereo not given)	-13	12	nt	nt	-1.3	-3	14	-10	83	91
COc1cccc(-c2nc(CS(=O)(=O)CC(=O)N3CCc4ccccc43)c(C)o2)c1	-59	4	nt	0	-0.4	4	-5	-5	79	83

Exported with two lines to a compound: 5 of the compounds above.
Fields: BB579 growth dn, Measles CPE, E-sel TNF inh, Phagocyt inh, MRP1 act, NPY Y2 blocker, Yeast life ext, GALR2 antag, bCat KO growth, PTEN del growth
> COCC(=O)Nc1ccc(Br)cc1
  -78, 4, 1, nt, -0.2, 0, -14, -6, 98, 114
> Cc1ccccc1-n1cnc2cc(NCc3cccs3)ccc21
  -30, 10, 0, nt, -5.2, 3, -17, 1, 46, 50
> Cc1nonc1NC(=O)N1CCCC1
  -9, 12, nt, nt, -2.4, 1, -19, -8, 109, 94
> O=C(OC1CCOC1=O)c1ccc2ccccc2n1 (stereo not given)
  -43, 13, -9, 0, -1.3, 5, -14, 19, 107, 100
> COc1ccc(OC)c(C(c2nnnn2CCC(C)C)N2CCN(C(=O)c3ccco3)CC2)c1 (stereo not given)
  -36, 6, nt, -1, -0.7, 0, -3, 6, 91, 86

(cont.)
SMILES	BB579 growth dn	Measles CPE	E-sel TNF inh	Phagocyt inh	MRP1 act	NPY Y2 blocker	Yeast life ext	GALR2 antag	bCat KO growth	PTEN del growth
Cc1cc(N2C(=O)C3C4c5ccccc5C(c5ccccc54)C3C2=O)no1 (stereo not given)	-27	22	-22	-1	-2.2	2	-2	5	86	85
O=C(NCNC(=O)c1ccccc1)c1ccccc1	-47	5	8	-2	0.9	0	-4	2	113	108
Cc1ccc(OCC(=O)OCc2c(C)noc2C)cc1C	-40	15	1	-2	-0.1	5	-12	2	87	90
COc1ccc2oc(C(=O)C3CC3)c(N)c2c1	-23	3	8	-3	0.3	-3	-26	5	96	95
CCN(CC)CCn1c(-c2ccccc2)nc(=S)c2c1CC(C)(C)OC2	-25	4	-7	nt	-1.8	0	-15	-1	94	101
CCC(=O)Nc1ccccc1C(=O)OCc1ccc(C(=O)c2ccccc2)cc1	-50	3	-42	0	-1.0	14	-9	2	85	91
CCc1nnc(NC(=O)CSc2nnc(-c3ccncc3)n2C)s1	-9	9	15	nt	-2.5	-2	nt	6	88	89
Cc1ccccc1C(=O)NNc1ccc([N+](=O)[O-])cc1	-36	8	-7	2	-2.2	2	-12	0	108	93
N#Cc1nc(-c2ccco2)oc1N1CCOCC1	-49	3	nt	-1	-2.2	0	-25	8	98	106
CCOC(=O)CC1=CC(=O)Nc2ccccc2N1	-5	9	-20	0	-0.3	-1	-11	-8	108	95
CC(C)COC(=O)n1ccc(C(=O)N2CCCCC2)n1	-39	6	2	2	-0.7	0	-16	0	99	101
COC(=O)C(C)N(C#N)c1nc(C)cc(C)n1 (stereo not given)	-33	2	12	nt	-1.1	-1	-10	-2	106	99
CC(=O)c1ccc2c3c(ccc(O)c13)CC2	-14	21	-8	0	-0.7	1	-12	-4	92	91
COc1ccc(NC2=C(c3ccc(OC)cc3)C(=O)c3ccccc32)cc1	-18	3	27	-10	-2.0	-5	1	2	101	94
COC(=O)c1c(NC(=O)CSc2nnnn2-c2ccccc2)sc2c1CCC(C(C)(C)C)C2 (stereo not given)	-88	17	4	-1	-0.8	1	1	-5	86	90
CN(c1ccccc1)c1nc(N2CCCC2)nc(-n2ccnc2)n1	34	3	nt	3	-3.1	4	-17	1	74	86
O=[N+]([O-])c1cc(Cl)ccc1N1CCN(c2cccc(C(F)(F)F)c2)CC1	-47	23	-11	-4	1.5	21*	-2	-10	63	56
CN(C)S(=O)(=O)c1ccc(NC(=O)COc2ncnc3c2cnn3-c2ccccc2)cc1	-24	20	8	-8	-0.9	-1	-4	-7	84	82
CCN(Cc1ccccc1)S(=O)(=O)c1ccc(C(=O)N2CCN(c3nc4ccccc4s3)CC2)cc1	-73	9	11	-4	-1.5	3	2	-8	58	58
c1ccc(CNC2=NCCC2)nc1	-33	6	-7	0	-2.2	0	-7	4	98	99
Cn1c(Cn2c(=O)sc3ccccc32)nnc1SCC(=O)NC1CCCCC1	-37	13	0	nt	-1.4	3	-2	3	91	99
Cn1nnc2cc(C(=O)N3CCN(c4ccccc4)CC3)ccc21	-99	43*	2	nt	-0.8	0	-13	-6	101	100
CCOc1cc2[nH]c(=S)n(CC3CCCO3)c(=O)c2cc1OCC (stereo not given)	-17	7	6	0	-2.2	2	-9	1	99	98
CNS(=O)(=O)c1cccc(C(=O)OCC(=O)c2cc(C)n(-c3ccc4c(c3)OCO4)c2C)c1	-36	9	12	-2	-2.7	-2	-3	1	57	55
C=CCn1c(=O)[nH]c2cc(C(=O)N3CCN(c4cccc(Cl)c4)CC3)ccc2c1=O	-21	16	nt	-1	-2.0	2	-3	0	77	75
Cc1ccc2oc(-c3ccccc3)c(C(=O)O)c(=O)c2c1	-24	20	0	nt	-0.1	0	-34	-7	72	69
CC(Oc1ccc(Cl)cc1Cl)c1nc(-c2ccc(NC(=O)c3cccnc3)cc2)no1 (stereo not given)	-28	3	8	nt	-1.9	0	-15	6	15	11
O=C(NCc1cccnc1)C(C(=O)c1ccc(F)cc1)n1ccccc1=O (stereo not given)	4	9	nt	-3	-1.4	-1	-14	-2	91	100
Cc1ccc2cc(CNC(C)C)c(=O)[nH]c2c1	-8	6	9	0	-2.4	1	-5	-9	82	93
CN1CCCC(C(=O)C(C#N)c2ccccc2)C1 (stereo not given)	-35	12	17	1	-1.2	-3	-18	-1	86	89
